Source: PubChem BioAssay (NCI)
Growth percent in the NCI-60 one-dose screen (48 h, 10 µM unless noted): 100 = growth as untreated, 0 = no growth, -100 = all killed.
HOP-62 – HOP-62 NSCLC. 80,000 compounds, 3.9% hits. AID 1794735
M14 – M14 melanoma; 80,000 compounds, 6.2% hits
MOLT-4 – MOLT-4 leukemia cells. AID 1794779. 80,000 compounds, 6.9% hits
CCRF-CEM – CCRF-CEM leukemia; 77,000 compounds, 7% hits
A549/ATCC – A549/ATCC NSCLC; 81,000 compounds, 3.7% hits
EKVX – EKVX NSCLC. 71,000 compounds, 3% hits. AID 1794765
RPMI-8226 – RPMI-8226 leukemia cells; AID 1794781; 77,000 compounds, 7.5% hits
HOP-92 – HOP-92 NSCLC cells; 71,000 compounds, 6.3% hits
An asterisk follows results filed as active; nt = not tested or not shown; & = joins results of further samples. The calls were made as follows: active = growth percent below 10; inactive = the rest.

SMILES | HOP-62 | M14 | MOLT-4 | CCRF-CEM | A549/ATCC | EKVX | RPMI-8226 | HOP-92
CCCC1CCNCC1 | 98 | 109 | 117 | 114 | 102 | 106 | 116 | 108
COc1ccc(OC)c(-c2nc3sc(-c4c[nH]c5ccccc45)nn3c2C=O)c1 | 106 | 98 | 70 | 76 | 76 | 90 | 69 | 102
COc1ccc(/C=C(\C#N)c2cc(OC)c(OC)c(OC)c2)cc1 | 24 | 8.3* | 8.4* | 15 | 21 | 55 | 12 | nt
O=C(/C=C/c1cnc[nH]1)N1CCc2ccc([N+](=O)[O-])cc2C1 | 103 | 107 | 104 | 107 | 96 | 100 | 108 | 78
O=C1NN=C2c3ccccc3CN2c2c1cnn2-c1ccccc1 | 71 | 95 | 107 | 99 | 104 | 87 | 106 | 104
CCN(CC)C(=O)CCCC1CCCCC1 | 105 | 106 | 100 | 101 | 100 | 101 | 100 | 110
COC1=CC(=O)c2ccccc2C1=O | 45 | 87 | nt | nt | 97 | 110 | 73 | 127
Cc1ccccc1N1C(=O)C2C3C=CC(O3)C2C1=O (configuration not stated) | 103 | 106 | 108 | nt | 92 | 94 | nt | nt
O=C(NCCCNc1nccc(-n2ccc3cccnc32)n1)c1ccc(Cl)cc1 | 103 | 103 | 97 | 100 | 104 | 92 | nt | 91
COc1cccc(-c2nn(-c3ccccc3)cc2-c2ccnc(NCCNS(=O)(=O)c3ccc(C)cc3)c2)c1 | 93 | 70 | 42 | 44 | 63 | 68 | 46 | 49
CCC(CC)C(=O)OCCOc1ccccc1 | 69 | 96 | 108 | 117 | 67 | 99 | 109 | 84
CC1OC(O[C@H]2CC[C@]3(C)[C@H]4C(=O)C=C5[C@@H]6C[C@@](C)(C(=O)O)CC[C@]6(C)CC[C@@]5(C)[C@]4(C)CC[C@H]3C2(C)C)C[C@@H](O)[C@H]1O (some centres not stated) | 102 | 100 | 100 | 107 | 95 | 104 | 108 | 119
OCC1Cc2ccccc2C1 | 99 | 102 | 97 | 99 | 102 | 103 | 100 | nt
COc1ccc(Nc2nc(N/N=C/c3ccc(O)cc3)nc(Nc3ccc([N+](=O)[O-])cc3)n2)cc1 | 107 | 108 | 108 | 100 | 104 | nt | 100 | 109
CC(=O)OCC(c1ccccc1)c1ccccc1 | 93 | 108 | nt | nt | 101 | 104 | 116 | 108
COc1ccc2cc(C(C)C(=O)N=C(N)N)ccc2c1 (configuration not stated) | 82 | 108 | 94 | nt | 97 | 107 | 109 | nt
CC[C@H]1OC(=O)[C@H](C)[C@@H](O[C@H]2C[C@@](C)(OC)[C@@H](O)[C@H](C)O2)[C@H](C)[C@@H](O[C@@H]2O[C@H](C)C[C@H](N(C)C)[C@H]2O)[C@](C)(OC)C/C(C)=C2/O[C@@]1(C)C=C2C | 78 | -75* | 1.1* | nt | 62 | 75 | nt | 36
COc1ccc(C(=O)C(C)C(C)OC(=O)c2ccccc2C(=O)O)cc1 (configuration not stated) | 102 | 109 | 100 | 110 | 101 | nt | 115 | 107
N#Cc1c(-c2ccccc2)[nH]c2ncc(-c3ccc4ccccc4c3)n2c1=O | 96 | 97 | 100 | 113 | 102 | 96 | 108 | 92
CCC(C)(C)c1ccc(OCCCCCCN2CCN(c3ccc(C)c(Cl)c3)CC2)cc1 | 98 | 94 | 98 | -43* | 97 | 83 | 60 | 83
C=C(C)[C@@H]1C[C@H](O)Cc2c(C)cc(C)cc2N1 | 88 | 102 | 95 | 98 | 100 | 97 | 109 | nt
COc1ccc(OC)c(-c2cc(-c3ccc(Br)s3)[nH]c(=O)c2C#N)c1 | 95 | 93 | 110 | 124 | 109 | 95 | 109 | 93
O=C1CC(c2nc3ccccc3[nH]2)CN1c1ccc(Cl)cc1 (configuration not stated) | 90 | 99 | 89 | 91 | 104 | nt | 101 | 84
C=CCCCOC(=O)c1nn(C(C)=O)c2ccccc12 | 100 | 112 | 110 | 112 | 103 | 93 | 116 | 97
NC(=O)Nc1ccccc1 | 106 | 112 | 93 | 100 | 95 | nt | 103 | 99
Nc1ccc(S(=O)(=O)Nc2cc(Cl)c(N)c(Cl)c2)cc1 | 98 | 105 | nt | 110 | 98 | 104 | nt | 100
COCCN(C(=O)c1ccc(F)cc1F)c1c(N)n(Cc2ccccc2)c(=O)[nH]c1=O | 103 | 112 | 98 | 95 | 101 | 109 | 112 | 59
OC(COc1ccccc1Cl)CN1CCCC1 (configuration not stated) | 112 | 104 | 135 | 105 | 117 | 127 | 105 | 126
NC(=O)NC1NC(=O)NC1=O (configuration not stated) | 102 | 105 | 103 | 111 | nt | 91 | 119 | 94
O=c1[nH]cnc2c1C(c1ccccc1Cl)c1ccc3ccccc3c1O2 (configuration not stated) | 88 | 95 | nt | 105 | 110 | 102 | 90 | 91
CC1OC(OC2C(OC3CCC4(C)C(CCC5(C)C4CC=C4C6CC(C)(C)CCC6(CO)C(O)CC45C)C3(C)C)OC(C(=O)O)C(OC3OC(COC4OC(CO)C(O)C(O)C4O)C(O)C(O)C3O)C2O)C(O)C(O)C1O (configuration not stated) | -72* | -67* | -67* | -26* | -70* | -75* | -23* | -39*
CCCn1c(N)c(C(N)=O)sc1=S | 99 | 103 | 97 | 108 | 112 | 116 | 94 | 90
N#CSc1ncnc2nc[nH]c12 | 31 | 30 | 10 | 11 | 130 | 104 | 26 | 26
Nc1nonc1-c1nc2ccccc2n1CC(=O)Nc1ccc(OC(F)(F)F)cc1 | 97 | 105 | 116 | 104 | 94 | nt | 111 | nt
O=C(N(c1ccccc1)c1ccccc1)N(c1ccccc1)c1ccccc1 | 93 | 96 | nt | 83 | 81 | 80 | nt | 78
O=C(Nc1ccc(-n2cnc3cc(-c4ccc(O)cc4)ccc32)cc1)c1ccccc1 | 80 | 57 | 52 | 42 | 38 | 72 | 45 | 114
Clc1ccc(NCc2nnc(-c3ccccc3)o2)cc1 | 101 | 100 | 64 | 88 | 84 | 75 | 75 | 86
COc1ccc(CNc2ccccn2)cc1OC | 109 | 121 | 109 | 91 | 96 | 99 | 93 | 72
Cc1ccc(NS(=O)(=O)c2ccc(-c3cnc(C4CC4)o3)cc2)cc1C | 34 | 26 | 30 | 23 | 27 | 27 | 12 | 30
CC(=O)OCc1ccc(Cl)cc1Cl | 103 | 97 | nt | 91 | 100 | 91 | 101 | 95
CC[C@@]1(OC(=O)CN(C)C)C(=O)OCc2c1cc1n(c2=O)Cc2cc3c(N)cccc3nc2-1 | -5.8* | -40* | -0.4* | 5.3* | 4.8* | 18 | 2.6* | nt
CC(=O)c1ccc(NS(=O)(=O)c2ccc([N+](=O)[O-])cc2)cc1 | 87 | 107 | 87 | 94 | 95 | nt | 101 | 83
O=C(c1ccccc1)c1ccc2nc(-c3ccco3)c(-c3ccco3)nc2c1 | 105 | 123 | 83 | 92 | 98 | 99 | 90 | nt
O=C(CCl)c1ccc2c(c1)Nc1ccccc1S2 | 100&98 | 91&92 | 48&46 | 50&54 | 106&100 | 99 | 52&63 | 101
COc1cc2c(c(OC)c1OC)C1(CCCO1)c1cc3c(c(OC)c1-2)OCO3 (configuration not stated) | 113 | 101 | 103 | 115 | 96 | 101 | 105 | 109
COc1ccc2c(c1)CC[C@@H]1[C@@H]2CC[C@]2(C)C3C(=CC(COC(C)=O)C4C(=O)c5c(O)cccc5C(=O)C43)C[C@@H]12 (some centres not stated) | 104 | 97 | 146 | 134 | 92 | 90 | 140 | 72
O=C(c1ccccc1)N(Cc1ccccc1)Cc1ccccc1 | 118 | 98 | 84 | 86 | 94 | nt | 89 | nt
CC(C)CC1(C)CNC(=O)NC1 | 100 | 104 | 112 | 113 | 97 | 95 | nt | 82
c1ccc(Cn2cc(-c3nc4ccccc4n3Cc3ccccc3)c3cccnc32)cc1 | nt | 91 | 101 | 106 | 103 | 96 | 101 | 90
CC(C)(C)c1ccc(C2=C/C(=C\c3ccc(Cl)cc3)C(=O)N2CCc2ccc(S(N)(=O)=O)cc2)cc1 | 105 | 100 | 60 | 87 | 88 | 80 | 65 | 106
Nc1ccc(-c2nnc(NC(=O)c3ccccc3)s2)cc1 | 95 | 112 | 98 | 110 | 106 | nt | 97 | nt
Brc1ccc2ncc3ccccc3c2c1 | nt | 97 | 82 | 97 | 95 | 75 | 94 | 108
CN(C)CC1C(=O)C2CCC1C2 (configuration not stated) | 109 | nt | 108 | 99 | 92 | 99 | 102 | nt
COC(=O)/C(CCC=C(C)C)=C1\[C@@H](OC(C)=O)C[C@@]2(C)[C@H]1C[C@@H](O)[C@H]1[C@@]3(C)CC[C@H](NCCCNCCCCN)[C@@H](C)[C@@H]3CC[C@@]12C | 104 | 91 | 59 | 67 | 86 | 97 | 65 | 81
CSc1ncnc2c1ncn2CO | 103 | 114 | 100 | 99 | 112 | 109 | 113 | 104
CC1=C(C#N)C2=NNC(=O)C(=O)NN2C(c2ccccc2)=C1 | 84 | 102 | 125 | 112 | 99 | 95 | 117 | nt
O=C1SC(=O)c2ccccc21 | 106 | 99 | 95 | 140 | 97 | 104 | 118 | nt
CCN(Cc1ccncc1)C(=O)C(CO)c1ccccc1 (configuration not stated) | 109 | 101 | 99 | 103 | 103 | 104 | 111 | nt
COc1cccc2c(N)cccc12 | 77 | 98 | 87 | 91 | 84 | 82 | 94 | 76
O=C(Nc1ccc(Cl)c(Cl)c1)NC(CO)(CO)CO | 88 | 97 | 98 | 93 | 97 | nt | 97 | 80
Next part:
SMILES | HOP-62 | M14 | MOLT-4 | CCRF-CEM | A549/ATCC | EKVX | RPMI-8226 | HOP-92
Nc1ncc(-c2cnn(C3CCNCC3)c2)cc1-c1nc2cc(Cl)ccc2o1 | -98* | -100* | -92* | -100* | -100* | -28* | -81* | nt
c1ccc(Nc2nnc(-c3cccnc3)s2)cc1 | 98 | nt | 106 | 105 | 97 | 94 | 102 | 94
COc1ccc(-c2cc(C(=O)OCc3ccc(Br)cc3)nn2-c2ccc(S(C)(=O)=O)cc2)cc1 | 93 | 110 | 67 | 85 | 93 | 81 | 59 | 100
CCCCOc1nc2c(C)cccc2cc1C(c1cn(Cc2ccccc2)c2ccccc12)c1cn(Cc2ccccc2)c2ccccc12 | 108 | nt | 102 | 101 | 101 | 105 | nt | 100
O=C1C(Nc2ccc(Br)cc2)=C(I)C(=O)c2ncccc21 | 42 | 10 | -2.0* | 8.6* | 47 | 78 | 6.6* | -83*
O=C(c1ccc(Br)cc1)c1cc2ccccc2o1 | 100 | 102 | 96 | 102 | 98 | 88 | 96 | 84
Nc1nc2[nH]c(=O)c(=O)[nH]c2c(=O)[nH]1 | 113 | 108 | 102 | nt | 84 | 94 | 104 | 96
COc1ccccc1NC(C)=O | 104 | 107 | 95 | 102 | 99 | 98 | 103 | 93
O=c1[nH]c2ccccc2cc1CSc1ccc(Nc2nccc(-c3ccc(Cl)cc3)n2)cc1 | -68* | 31 | 60 | 57 | -40* | -50* | 21 | -68*
CCN1CCN(C(=O)[C@]23CCC(C)(C)C[C@H]2C2=CC[C@@H]4[C@@]5(C)CCC(=O)NC(C)(C)[C@@H]5CC[C@@]4(C)[C@]2(C)CC3)CC1 | 91 | 71 | 49 | 74 | 57 | 68 | 42 | 67
COc1ccc(/C=C/c2nc(Oc3ccc(C(=O)/C=C/N(C)C)cc3)c3ccccc3n2)cc1 | 105 | nt | 70 | 68 | 49 | 66 | 75 | 80
CCN(CC)c1ccc2nc3ccc(N=Nc4ccc(N(C)C)cc4)cc3[n+](-c3ccccc3)c2c1 | -88* | -75* | -20* | -21* | 3.3* | -75* | -24* | -15*
N#CC(C#N)=C(NC(=O)c1ccccc1)SCc1ccccc1 | 89 | 105 | 99 | 101 | 95 | 92 | 94 | 73
O=C(O)CCCCC(=O)c1ccccc1 | 87 | 98 | 126 | 93 | 100 | 103 | 97 | 60
c1ccc(CCNc2ccc3c(c2)Cc2ccccc2-3)nc1 | 75 | 95 | 51 | 57 | 48 | 100 | 62 | 86
Cc1ccc(NC(=O)OCCN(C)C(=O)Nc2ccc(C)cc2C)c(C)c1 | 89 | 101 | 100 | nt | 93 | nt | 94 | 75
